Screening results from PubChem.
p47phox inh – blocks human p47phox regulatory protein of NADPH oxidases; P14598; p47phox/p22phox peptide binding, fluorescence polarization, 2 h; inhibition, % at 24.7 µM; hit rate 0.53% among 220,000;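 active = inhibition above about 30%, limit read from the data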;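 note: 0% = p47phox with labelled peptide and 100% = labelled peptide alone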
Ba/F3 V617F tox – reduce viability of Ba/F3 cells dependent on JAK2V617F | Ba/F3 EpoR-JAK2V617F viability, ATP luminescence | inhibition, % at 5.6 µM | hit rate 1.1% among 220,000;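 active = inhibition above the campaign mean plus 3 SD over all tested compounds, cut at about 24% in these data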;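 note: cytokine-independent growth of Ba/F3 cells driven by EpoR plus mutant JAK2; 0% = DMSO-treated cells and 100% = JAK inhibitor I control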
Tb hexokinase – blocks Trypanosoma brucei hexokinase 1 activity. recombinant TbHK1, G6PDH-coupled NADH A340. inhibition, % at 10 µM. hit rate 0.11% among 220,000;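 active = inhibition of 50% or more in the single-dose primary screen; inactive = inhibition below 50%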
p97 inhibitor – human p97 ATPase inhibition. hit rate 0.42% among 220,000. inhibition, % at 8 µM. recombinant p97 ATPase, Kinase-Glo ATP luminescence, 3 h. P55072; in the data active = inhibition above about 15%;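 note: 0% = DMSO vehicle and 100% = wells lacking enzyme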
BaF3 parental – counter-screen for JAK2V617F inhibitors: parental Ba/F3 viability inhibitors; hit rate 1.1% among 220,000; AID 1486; inhibition, % at 5.6 µM; CellTiter-Glo ATP luminescence;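 active = inhibition above a per-campaign cutoff, the mean inhibition of all tested compounds plus 3 SD, cut at about 27% in these data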;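 note: 0% = DMSO wells and 100% = JAK Inhibitor I control wells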
RBBP9 inh – human RBBP9 hydrolase inhibition; recombinant RBBP9, FP-Rh probe fluorescence polarization; inhibition, % at 7.94 µM; hit rate 0.2% among 220,000; AID 1515;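 active = inhibition above the campaign mean of all tested compounds plus 3 SD, cut at about 14% in these data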;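 note: plate controls were DMSO wells with RBBP9 for no effect and wells lacking RBBP9 protein for full effect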
Target sequence (O75884 whole entry, looked up): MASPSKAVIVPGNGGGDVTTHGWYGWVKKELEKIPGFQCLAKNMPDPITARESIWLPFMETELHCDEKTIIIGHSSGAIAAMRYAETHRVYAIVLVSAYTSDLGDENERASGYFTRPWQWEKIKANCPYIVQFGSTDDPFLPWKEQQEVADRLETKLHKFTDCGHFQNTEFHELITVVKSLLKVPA
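Test system – recombinant human RBBP9 · Input – RBBP9 2.5 µM in dispensing solution, pre-mixing · Medium – Tris buffer pH 8.0, NaCl, Pluronic · Schedule – preincubation 30 min plus labeling 45 min at 25 °C · Measured by – fluorescence polarization · Measure – % inhibition · Controls – DMSO and no-protein wells · Replicates – one well per compound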
EP2 antag – EP2 receptor (human) inhibition. C6 glioma cells expressing human EP2, cAMP TR-FRET; cells stimulated with saturating PGE2. inhibition, % at 25 µM. hit rate 0.52% among 260,000;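 active = percent inhibition above 40 after rounding to a whole number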;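 note: rat C6 glioma host cells with rolipram phosphodiesterase inhibitor present; the protocol text gives 20 µM as final concentration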
PPC-1+TRAIL kill – compounds killing PPC-1 cancer cells with TRAIL present (potentiator screen, no TRAIL-free arm); cell killing (% activity), % at 4 µM; hit rate 0.41% among 220,000; AID 1443; PPC-1 cells + TRAIL, ATPLite viability luminescence;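 active = cell killing above 50% in the first pass at 4 µM, then a duplicate retest at 5 µM averaging 50% or more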;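 note: plate controls were cells with TRAIL plus DMSO for no effect and medium-only wells lacking cells for full effect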
Furin inhibitor – blocks human furin protease activity. P09958. purified furin, fluorogenic substrate cleavage. inhibition, % at 30 µM. hit rate 0.061% among 220,000. AID 463115; in the data active = inhibition above about 25%; note: inactives centre near -15
Target sequence (P09958 108-714 limits assumed): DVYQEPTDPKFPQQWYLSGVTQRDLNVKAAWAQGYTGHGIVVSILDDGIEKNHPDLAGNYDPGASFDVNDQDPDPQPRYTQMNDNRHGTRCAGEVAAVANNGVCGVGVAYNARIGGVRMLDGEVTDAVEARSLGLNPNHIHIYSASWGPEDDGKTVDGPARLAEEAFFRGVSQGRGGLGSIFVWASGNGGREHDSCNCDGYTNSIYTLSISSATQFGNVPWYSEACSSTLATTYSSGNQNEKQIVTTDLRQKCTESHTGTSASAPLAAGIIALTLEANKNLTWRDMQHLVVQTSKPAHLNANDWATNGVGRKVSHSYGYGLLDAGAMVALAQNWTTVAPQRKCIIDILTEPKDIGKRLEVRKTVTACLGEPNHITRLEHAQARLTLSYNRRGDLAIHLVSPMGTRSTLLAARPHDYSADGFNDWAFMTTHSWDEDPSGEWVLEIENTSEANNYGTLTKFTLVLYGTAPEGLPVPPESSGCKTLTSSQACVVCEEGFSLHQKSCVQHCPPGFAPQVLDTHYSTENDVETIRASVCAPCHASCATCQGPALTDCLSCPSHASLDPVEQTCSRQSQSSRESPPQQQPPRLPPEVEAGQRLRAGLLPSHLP
* marks the source's active call; other numbers are inactive results; · = no result given; & = joins results of further samples; [ ] = another dose, or the depositor's remark.

compound | p47phox inh | Ba/F3 V617F tox | Tb hexokinase | p97 inhibitor | BaF3 parental | RBBP9 inh | EP2 antag | PPC-1+TRAIL kill | Furin inhibitor
Cc1cc(=O)[nH]c(/N=C(\N)Nc2ccc3c(c2)OCCO3)n1 | -9 | -3 | -1 | 4 | 3 | -3 | 3 | 18 | -22
O=C(Nc1ccc2c(c1)OCO2)C1CCCCN1S(=O)(=O)c1ccc(F)cc1 (stereo not given) | 6 | -2 | -4 | 2 | 3 | -6 | 6 | 20 | -15
Cc1cc(C(=O)Nc2ccc(S(=O)(=O)Nc3onc(C)c3C)cc2)cs1 | -3 | -2 | -5 | -2 | 2 | -2 | 6 | 18 | -10[20 µM]
Cc1[nH]c(=O)[nH]c(=O)c1/C=N/NC(=O)CCNC(=O)OC(C)(C)C | -14 | -4 | -12 | 3 | -5 | -3 | 6 | 7 | -14
Cc1cc(C)c(S(=O)(=O)N2CCC(C(=O)NCc3ccco3)CC2)c(C)c1 | -15 | 0 | 1 | 1 | 6 | -8 | 3 | 2 | -11[20 µM]
CN(Cc1nc2ccc(F)cc2[nH]1)Cc1c(C(=O)N(C)C)nc2ccc(Cl)cn12 | -15 | 1 | -5 | 0 | 4 | -12 | 13 | 4 | -20
N/C(=N\OC(=O)/C=C/c1ccccc1Cl)c1ccccn1 | -21 | 4 | -2 | -2 | 13 | -5 | 14 | 28 | -17
c1ccc(CSc2nnc(-c3ccncc3)o2)cc1 | 10 | 1 | -1 | 4 | -2 | 2 | 2 | -7 | -13[20 µM]
O=C(Nc1nc2ccccc2c(=O)s1)c1ccco1 | 3 | 2 | -19 | -4 | 1 | -13 | 6 | 12 | -3
CCCc1cc(=O)[nH]c(SCC(=O)Nc2sc3c(c2C#N)CCC(C)C3)n1 (stereo not given) | -11 | 0 | 4 | 0 | 3 | -6 | 6 | 10 | -25
COc1ccc(/C=N/N=C2/SCC(=O)N2Cc2ccccc2)cc1 | -7 | -4 | -25 | -4 | -4 | -2 | 6 | 3 | -8
COc1ccc(NS(=O)(=O)c2cccs2)c(OC)c1 | -1 | 4 | -2 | -2 | 7 | -5 | 12 | 12 | -24
O=C1C2C3C=CC(C3)C2C(=O)N1CNc1ccccn1 (stereo not given) | 0 | -4 | 20 | 4 | 2 | -8 | 2 | -3 | -20[20 µM]
COc1ccc(Cl)cc1NC(=S)NCc1ccccn1 | -19 | 0 | 12 | 0 | 6 | 3 | 7 | 4 | -11
CCCCCCN(C(=O)CCCCCN1C(=O)NC(c2ccc(-c3ccccc3)cc2)C(C(=O)OCc2ccccc2)=C1C)C(C(=O)NCCCC)c1ccc(O)cc1 (stereo not given) | -12 | -3 | -2 | 6 | -2 | -8 | 8 | 15 | -14
N#CCc1ccc(Oc2ccc([N+](=O)[O-])cn2)cc1 | -6 | -3 | -14 | 3 | -1 | 8 | 9 | 20 | -13
CCCCN(C)C(=O)Cn1c(=O)oc2cc(S(=O)(=O)N3CC(C)CC(C)C3)ccc21 (stereo not given) | -12 | 1 | -11 | 0 | -1 | -9 | 5 | 1 | -18
C/C=C/C(=O)OCC(=O)Nc1cccc(Br)c1 | -3 | -3 | -6 | 5 | -2 | -5 | 6 | 0 | -23
CN(Cc1nc(C(c2ccccc2)c2ccccc2)no1)CC1COCCO1 (stereo not given) | 0 | 1 | 8 | -5 | 3 | -1 | 7 | · | -13
O=S(=O)(CCc1nnc(-c2ccccc2)o1)c1ccc2ccccc2c1 | 13 | 6 | 3 | -6 | 5 | -4 | 1 | -34 | -19
CN1C(=O)CSc2ccc(C(=O)O)cc21 | 0 | 0 | -5 | 1 | 0 | -8 | 5 | 21 | -19
CCOC(=O)c1[nH]c(C)c(C(=O)N2CCc3c([nH]c4ccccc34)C2c2ccccn2)c1C (stereo not given) | -13 | 3 | -10 | -4 | 11 | -6 | 4 | -13 | -1
O=C(CS(=O)(=O)Cc1ccccc1)N1CCc2ccccc21 | -18 | 1 | -7 | -2 | 4 | -2 | 1 | 6 | -10[20 µM]
CN(C)/C=C/C(=O)c1ccccc1 | -7 | -6 | -60 | 9 | -2 | 4 | 4 | 12 | -7
O=C(N/N=C/c1ccc2c(c1)OCO2)C(=O)N1CCCC1 | 0 | -1 | -27 | 7 | 2 | 13 | 0 | 13 | -13
O=C(c1cccs1)N(Cc1cc2ccccc2[nH]c1=O)c1ccccc1 | 5 | -3 | -5 | 2 | 6 | 0 | 7 | 5 | -2
Cc1ccc(NC(=O)C(=O)NCCc2c[nH]c3ccccc23)cc1C | -9 | -1 | -5 | 0 | -1 | 1 | 9 | 18 | -11
COC(=O)c1ccccc1NC(=O)C1CC(=O)N(c2ccccc2)C1 (stereo not given) | -4 | 3 | -2 | 1 | 3 | 3 | 7 | 22 | -15[20 µM]
CC(c1ccco1)N(C(=O)Nc1ccccc1)C1CCCCC1 (stereo not given) | -15 | -1 | 1 | 4 | 4 | -7 | 1 | -7 | -15[20 µM]
COCCN(C(=S)Nc1c(C)cc(C)cc1C)C(C)c1cccs1 (stereo not given) | -7 | -2 | -2 | 4 | -1 | -8 | 5 | 12 | -22
CCOC(=O)Cn1cnc2c(nnn2Cc2ccc(Cl)cc2)c1=O | -3 | -6 | 4 | 2 | 1 | -3 | 5 | 14 | -24
CCOc1cc(C(=O)NC(=S)Nn2cnnc2)cc(OCC)c1OCC | -1 | -1 | -6 | -5 | -2 | -5 | 7 | -17 | -18
COc1cc(C2c3c(-c4ccccc4O)n[nH]c3C(=O)N2Cc2ccco2)cc(OC)c1OC (stereo not given) | 4 | 2 | -11 | 10 | 1 | -8 | 10 | 2 | -9
Cc1cc(C)n2nc(SC(C)C(=O)NCc3ccco3)nc2n1 (stereo not given) | -5 | 2 | 45 | 0 | 4 | -6 | 8 | 4 | -5
Cc1cc(C(=O)N/N=C/c2ccc3c(c2)OCO3)c2ccccc2n1 | · | 56* | · | 9 | 52* | 1 | · | -3 | ·
CCOC(=O)c1cnn(-c2cc(C)cc(C)c2)c1N | -2 | 0 | -6 | -3 | -2 | -6 | 10 | 0 | -16
COC(=O)C1=NN(C(C)=O)C2(CC(=O)N(c3cc(C)cc(C)c3)C2=O)C1 (stereo not given) | -9 | -2 | -7 | 3 | 2 | -2 | 4 | 8 | -9
O=C1NC(=O)C(c2ccccc2)(c2ccccc2)N1 | -7&-14&-4 | 6&1&-5 | 6&3&1 | -3&4&4 | 10&6&3 | -2&1&2 | 14&6&10&8 | 1&3&6 | -15
O=[N+]([O-])c1cccc(C(=S)N2CCN(c3ccc(F)cc3)CC2)c1 | -7 | 3 | 3 | -3 | 0 | -2 | 8 | -18 | -17
CCOc1ccccc1-n1nnnc1SC(C)C(=O)OC (stereo not given) | -17 | 1 | 1 | 0 | 4 | -1 | 10 | -6 | -7
CC(=O)CSc1ncnc2sc3c(c12)CCC3 | 0 | 1 | -9 | 2 | 9 | -5 | 1 | 9 | -24
CC(=O)Nc1ccc2nc3ccccc3nc2c1 | -20 | -3 | -8 | 5 | 5 | 0 | 12 | 7 | -6
O=C(c1ccccc1)c1ccc(OCCCN2CCCCC2)cc1 | 4 | -1 | 9 | 7 | 2 | 7 | 12 | 28 | -18[20 µM]
CCN(CC)CCCNCC(=O)Nc1cc(C)on1 | 4 | 2 | 3 | -7 | 1 | -11 | 7&3 | 5 | -9
Cc1cccc(CCNC(=O)CCc2c(C)nc3ncnn3c2C)c1 | 6 | -2 | 1 | 4 | -3 | 3 | 9 | 7 | -18[20 µM]
Cc1nc2c(F)c(F)c(C(F)(F)F)c(F)c2[nH]1 | -21 | 3 | 5 | -6 | 5 | -1 | 16 | 10 | 0
O=C(NCCc1ccccc1)c1ccccc1NC(=O)C1CCCO1 (stereo not given) | -17 | -2 | -4 | 3 | 3 | 6 | 4 | 21 | -20
O=C(Cn1ccc(C(F)(F)F)n1)N/N=C/c1cccs1 | -6 | -3 | 28 | 5 | 2 | 0 | 3 | 18 | -4
CCn1c(C)[n+](CCOCC[n+]2c(C)n(CC)c3cc(Cl)c(Cl)cc32)c2cc(Cl)c(Cl)cc21 | -4 | -5 | -2 | -2 | 1 | -9 | 5 | 32 | -6[20 µM]
CCCn1c(N)c(C(=O)CSc2nc3ccccc3n2CCC#N)c(=O)n(C)c1=O | -22 | 0 | -3 | 3 | 0 | -7 | 10 | -10 | -21

Other records:
compound | p47phox inh | Ba/F3 V617F tox | Tb hexokinase | p97 inhibitor | BaF3 parental | RBBP9 inh | EP2 antag | PPC-1+TRAIL kill | Furin inhibitor
CCNc1nc(NCC)nc(N/N=C/c2ccc(OC)cc2)n1 | -20 | -4 | -20 | 7 | -4 | 1 | 7 | -5 | -16
CCOC(=O)c1cc2occc2n1CC(=O)NC1CCC(C)CC1 (stereo not given) | -22 | -1 | -13 | -7 | 2 | -7 | 9 | -30 | -20
CCOc1ccc(NC(=O)N(C2CCCCCC2)C2CCN(C(C)=O)CC2)cc1 | -10 | 0 | 2 | 6 | 1 | -1 | -2 | 13 | -19
C=CCNC(=O)CCCC(=O)NCC=C | -1 | -3 | 3 | 3 | 0 | -2 | 3 | 1 | -22[20 µM]
CCOc1ccc(-n2c(Cc3cc(=O)[nH]c(=O)[nH]3)nnc2SCC(=O)Nc2nnc(C)s2)cc1 | 5 | 2 | -3 | 0 | 3 | 1 | 4 | 3 | -12
O=C(CSc1nnnn1-c1cccc2c1CCCC2)N1CCOCC1 | -4 | -3 | 2 | -2 | 8 | -9 | 11 | 11 | -19
O=C(NCC(=O)N(Cc1cccs1)C(C(=O)NC1CCCCC1)c1ccco1)c1ccco1 (stereo not given) | -12 | -1 | 6 | -1 | -1 | -3 | 29 | -5 | -19[20 µM]
CCOC(=O)c1c(NC(=S)Nc2ccccc2C)sc2c1CCC2 | -13 | 5 | -10 | -5 | 6 | -7 | 13 | -16 | -3
COc1ccc(S(=O)(=O)N2CCN(Cc3ccc(Cl)cc3)CC2)cc1 | -6 | -1 | 2 | -9 | 5 | -6 | 13 | 13 | -9[20 µM]
O=C(CSc1nc2ccccc2c(=O)n1CCCN1CCOCC1)Nc1ccc2c(c1)OCO2 | -7 | -3 | -5 | 0 | 0 | -2 | 3 | 15 | -28
O=C(C1CCN(C2CCN(Cc3ccc4cc(F)ccc4n3)CC2)CC1)N1CCCC1 | -13 | 4 | 7 | 0 | 6 | -2 | 7 | -6 | -4
COC(=O)C(CCSC)NC(=O)CNS(=O)(=O)c1ccc(F)cc1 (stereo not given) | 2 | -2 | 4 | -1 | -1 | -6 | 3 | 3 | 1[20 µM]
Cc1cc(C)n(-c2nc(SCC(=O)Nc3nccs3)c3c4c(sc3n2)COC(C)(C)C4)n1 | -2 | -1 | 20 | 2 | 5 | -5 | 12 | 2 | -17

Compounds listed so far containing a CF3 group (2):
compound | p47phox inh | Ba/F3 V617F tox | Tb hexokinase | p97 inhibitor | BaF3 parental | RBBP9 inh | EP2 antag | PPC-1+TRAIL kill | Furin inhibitor
Cc1nc2c(F)c(F)c(C(F)(F)F)c(F)c2[nH]1 | -21 | 3 | 5 | -6 | 5 | -1 | 16 | 10 | 0
O=C(Cn1ccc(C(F)(F)F)n1)N/N=C/c1cccs1 | -6 | -3 | 28 | 5 | 2 | 0 | 3 | 18 | -4

A portion of the library (hit frequency here may not be typical).
